# Avidin bead fluor: avidin bead compound fluorescence profile. Avidin beads, compound fluorescence 488/530 nm, flow cytometry; stronger effect = higher value. fluorescence (KMESF) at 10 µM. 220,000 tested, 0.38% active. AID 1775; in the data active = fluorescence above about 47; note: inactives centre near 10
# Rac1 wt GTP bind: alters GTP binding to wildtype human Rac1 | P63000 | GST-Rac1 beads, fluorescent GTP binding, flow cytometry; actives lie on both sides; 0 = cold GTP competed, 100 = untreated | GTP binding activity (% of control), % at 10 µM | 190,000 tested, 0.27% active | AID 757;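 active = GTP binding activity at least 20 points away from the 100% control level, either lower or higher; inconclusive = compound flagged as likely green fluorescent, judged across all proteins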
# HRas wt GTP bind: human HRas wildtype GTP binding, change in either direction | GST-Ras wt beads, Bodipy-FL-GTP binding, flow cytometry; actives lie on both sides | GTP binding activity, % at 10 µM | 190,000 tested, 0.14% active | AID 759;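 active = GTP binding activity at least 20% away from the 100% baseline, either lowered as inhibitor or raised as activator; inconclusive = flagged as likely green fluorescent, judged across all proteins in the well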;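 note: 0% = unlabeled GTP competition control and 100% = no-compound control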
# Target sequence (P01112 whole entry, looked up): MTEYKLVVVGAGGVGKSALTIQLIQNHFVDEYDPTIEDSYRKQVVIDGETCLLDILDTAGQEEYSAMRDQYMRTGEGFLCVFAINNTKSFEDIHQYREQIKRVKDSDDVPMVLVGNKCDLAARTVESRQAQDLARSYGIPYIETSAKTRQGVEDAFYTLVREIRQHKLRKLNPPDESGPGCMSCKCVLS
# Rab7 wt modul: dog Rab7 wildtype GTP binding, inhibitors and activators; GST-Rab7 beads, fluorescent GTP binding, flow cytometry; actives lie on both sides; untreated = 100%, excess cold GTP = 0%; GTP binding activity (percent of control), % at 10 µM; 190,000 tested, 0.055% active; AID 758;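 active = fluorescent GTP binding to Rab7 beads changed by at least 20 points from the 100% baseline, either direction, mostly lower; inconclusive = compound itself probably fluorescent, or too few beads counted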;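 note: median green fluorescence of bound Bodipy-FL-GTP per Rab7 bead population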
# Mcl1 Noxa PPI: disrupts binding of human Mcl-1 to Noxa peptide | TR-FRET Mcl-1/Noxa peptide binding, 2 h | inhibition, % at 21.7 µM | 220,000 tested, 1.5% active;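 active = compounds that cut the protein-peptide binding signal by more than 50% relative to plate controls in a single-dose test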;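 note: His-tagged Mcl-1 with rhodamine Noxa BH3 peptide and terbium anti-His antibody; 0% = Mcl-1 plus Noxa peptide wells and 100% = peptide-only wells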
# Target sequence (Q07820 whole entry, looked up): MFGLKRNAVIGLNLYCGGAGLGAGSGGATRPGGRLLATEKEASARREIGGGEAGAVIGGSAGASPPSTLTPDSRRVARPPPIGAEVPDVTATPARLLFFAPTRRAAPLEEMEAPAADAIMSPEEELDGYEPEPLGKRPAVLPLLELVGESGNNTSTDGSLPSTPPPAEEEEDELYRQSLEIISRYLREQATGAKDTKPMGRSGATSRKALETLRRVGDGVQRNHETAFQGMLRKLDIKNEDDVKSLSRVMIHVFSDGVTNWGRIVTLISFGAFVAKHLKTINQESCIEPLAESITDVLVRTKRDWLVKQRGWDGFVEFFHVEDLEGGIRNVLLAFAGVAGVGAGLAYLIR
# Rac1 act GTP bind: human Rac1 activated mutant GTP binding change | P63000 | 190,000 tested, 0.11% active | percent activity (GTP binding), % at 10 µM | GST-Rac1 activated beads, fluorescent GTP binding, flow cytometry; actives lie on both sides; 100% means binding = to untreated wells;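 active = GTP binding at least 20 percentage points away from the 100% baseline, in either direction, so actives lie on both sides; inconclusive = Compound likely fluorescent itself, or too few beads counted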
# Mcl-1 Bim block: disrupts Bim peptide binding to human Mcl-1. Q07820. Bead-based flow cytometry, Bim peptide-Mcl-1 binding. inhibition, % at 10 µM. 190,000 tested, 0.1% active. AID 1009; in the data active = inhibition above about 40%;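 note: 0% = no compound tracer wells and 100% = peptide blocker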
# Cdc42 wt GTP: changes GTP binding to wildtype human Cdc42. AID 761. 190,000 tested, 0.2% active. percent activity (GTP binding), % at 10 µM. GST-Cdc42 beads, Bodipy-GTP binding, flow cytometry; actives lie on both sides;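 active = percent activity GTP binding at least 20 points away from the 100% baseline, either down as inhibitor or up as activator; inconclusive = compound flagged as likely green fluorescent from well-wide comparison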;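 note: median bead fluorescence of bound Bodipy-FL-GTP at 100 nM; 0% = excess unlabeled GTP control and 100% = no compound control; below 100% means less GTP binding so inhibitor and above means activator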
# Target sequence (P60953 whole entry, looked up): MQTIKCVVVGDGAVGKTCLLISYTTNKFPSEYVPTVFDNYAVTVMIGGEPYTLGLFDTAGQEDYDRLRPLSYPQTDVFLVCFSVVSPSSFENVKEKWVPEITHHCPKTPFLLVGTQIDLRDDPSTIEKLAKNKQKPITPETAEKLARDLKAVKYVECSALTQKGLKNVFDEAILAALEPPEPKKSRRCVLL
# Pf gamet viab: kills late stage P. falciparum gametocytes; P. falciparum stage V gametocytes, ATP luminescence, 24 h; inhibition, % at 10.9 µM; 150,000 tested, 0.065% active; AID 743093;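 active = inhibition above the mean plus 3 SD of compounds within the control limits, set per campaign, cut at about 38% in these data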;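 note: 0% = DMSO wells and 100% = medium only without gametocytes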
# Mcl1-Bid inh: Mcl-1/Bid interaction inhibition; Q07820; TR-FRET Mcl-1/Bid-Dy647 peptide binding, 1536-well; inhibition, % at 21.7 µM; 220,000 tested, 0.97% active; AID 1021;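 active = compounds that cut the binding signal by more than half at the single screening dose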;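 note: His-tagged Mcl-1 with europium anti-His antibody binding Bid BH3 peptide; 0% = Mcl-1 plus peptide wells and 100% = peptide-only wells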
# Rab2A wt mod: changes GTP binding to wildtype dog Rab2A, up or down; 190,000 tested, 0.19% active; P61105; GST-Rab2 wt beads, Bodipy-GTP binding, flow cytometry; AID 760; GTP binding activity, % at 10 µM;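 active = GTP binding activity at least 20 points away from 100%, either lowered or raised; inconclusive = signal likely due to the compound's own green fluorescence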;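 note: 0% = beads with excess unlabeled GTP and 100% = no-compound control corrected for plate trend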
# Active calls of the source: *; ? = inconclusive; . = not tested or not shown; & = joins results of further samples.
SMILES	Avidin bead fluor	Rac1 wt GTP bind	HRas wt GTP bind	Rab7 wt modul	Mcl1 Noxa PPI	Rac1 act GTP bind	Mcl-1 Bim block	Cdc42 wt GTP	Pf gamet viab	Mcl1-Bid inh	Rab2A wt mod
COc1ccc(O[C@H]2C=C[C@@H](c3ccccc3)O[C@@H]2CO/N=C(\C)CCN2CCCCc3nc(C)c(C)cc32)cc1	9	100	98	98	-12	98	-1	101	16	-9	100
O=C(COc1nncc2ccccc12)NCC(F)(F)F	15	97	95	96	10	96	0	95	-15	9	95
COc1ccccc1OCc1nc(C#N)c(NCc2ccco2)o1	10	103	102	98	-10	100	-4	101	.	-21	101
COC(=O)c1cccnc1SCc1ccccc1	8	104	100	101	-9	97	-3	103	.	1	100
O=C(COC(=O)c1ccccc1NS(=O)(=O)c1cc([N+](=O)[O-])ccc1Cl)c1ccccc1	12	97	95	94	15	96	-1	99	.	-9	96
Cc1cccc(CCNC(=O)CCc2c(C)nc3ncnn3c2C)c1	14	104	98	98	-10	99	-4	98	.	-10	98
Cc1ccc(/C=C/C(=O)N2CCc3ccccc32)o1	0	106	100	98	61*	101	-5	100	-18	-89	97
CCOC(=O)N1CCC(NC(=O)C2CCN(S(=O)(=O)c3cccc4cccnc34)CC2)CC1	23	102	99	101	9	99	-3	98	.	5	99
CCOc1ccc(-n2cc(C(=O)Nc3cccc(Cl)c3)c3cc(OC)c(OC)cc3c2=O)cc1	33	102	99	94	-8	96	-3	99	7	2	100
COc1ccc(C(C)(C)C)cc1NC(=O)C1C2C=CC(C2)C1C(=O)O (centres undefined)	18	103	98	100	8	98	-5	103	.	-20	100
COc1ccc(-c2nc3cnccn3c2NC(C)(C)CC(C)(C)C)cc1O	8	101	100	103	11	98	2	101	-8	-27	101
COc1cc(C(=O)Nc2ccc(Oc3ncnc4sc(-c5ccccc5)cc34)cc2)cc(OC)c1OC	2	102	100	95	-4	98	-1	98	-5	3	95
O=C(CCS(=O)(=O)c1ccccc1)Nc1nc2c(s1)CCCC2	6	100	100	97	28	101	0	104	.	-19	102
O=S(=O)(NCC1CCCO1)c1ccc2oc3ccc(S(=O)(=O)NCC4CCCO4)cc3c2c1 (centres undefined)	26	108	103	102	-6	100	0	102	.	6	102
Cc1cc(C)n(-c2ccc(C(=O)OCC(=O)N(CC(C)C)C3CCS(=O)(=O)C3)cc2)n1 (centres undefined)	18	105	103	105	10	97	1	103	4	-2	104
CN(C(=O)Nc1ccc(Cl)cc1)c1c2c(nn1C)CCCC2	12	107	100	105	12	100	-2	103	14	-18	99
CCC1(C)SC(NC(C)=O)=NN1C(C)=O (centres undefined)	13	101	93	99	-8	97	0	96	-4	-7	94
COc1cccc(C(=O)NC2CCN(CC(=O)Nc3c(C)cc(C)cc3C)CC2)c1	18	102	96	93	-1	99	-2	97	.	-22	98
CCOc1cc(N2CCOCC2)c(OCC)cc1NC(=O)Cn1[nH]c(=O)c2ccccc2c1=O	33&21	100&101	98	100	8	98&96	-2&1	100&97	11	-36	98
COc1ccc(/C=C2\SC(=S)N(CCCC(=O)Nc3ccccn3)C2=O)cc1OC	8	99	94	95	3	96	5	99	.	-6	95
Cc1cccc(Oc2ccccc2NC(=O)c2cnccn2)c1	12	106	104	101	12	99	1	102	13	-13	103
O=C(Cc1cccs1)N(Cc1ccco1)C1(C(=O)NC2CCCC2)CCCCC1	6	106	103	99	8	101	1	103	-5	-11	103
Cc1ccc2cc(C=O)c(Cl)nc2c1	10	96	100	94	22	97	0	103	-15	-1	96
COc1ccc(CCN(C(=S)Nc2ccccc2)C2CC(=O)N(c3ccccc3)C2=O)cc1 (centres undefined)	7	102	99	98	-10	99	-1	102	-2	-14	101
CCOC(=O)c1ccc(NC(=O)c2ccccc2C)cc1	5	103	100	100	14	101	-2	97	.	-7	100
Cc1cccc(-n2c(C)n[nH]c2=S)c1C	5	99	97	96	19	97	-2	97	.	-13	97
COc1ccc(C(=O)NC2CCN(C(=S)NCc3ccco3)CC2)cc1	9	98	99	98	-9	96	-3	98	.	-9	97
O=c1cc(Cn2ccnc2)c2cc3c(cc2o1)CCC3	11	106	102	98	-23	99	-5	106	8	-9	100
CCOC(=O)C(NC(C)=O)(Nc1ccc(S(=O)(=O)Nc2ccncn2)cc1)C(F)(F)F (centres undefined)	22	101	101	96	6	100	-4	100	11	1	99
CN(C)C(=O)COC(=O)/C=C/c1ccccc1[N+](=O)[O-]	34	104	99	95	12	100	-1	104	-41	-45	96
CC1(C)Cc2nc3sc4c(N5CCCC5)nnnc4c3cc2CO1	9	99	103	106	40	97	0	98	.	-7	100
COc1ccc(Cn2c(O)c(C=Nc3ccccc3)c3ccccc3c2=O)cc1	12	102	98	97	10	100	-3	99	0	-4	96
COC(=O)c1cc(C(=O)c2ccc(Cl)cc2Cl)cn1C	7	105	99	104	18	99	-6	100	-7	-24	101
Cc1cc(C(=O)NCc2cccnc2)no1	24	108	102	104	-7	102	1	105	32	9	102
COc1cccc(-n2c(SC)nnc2-c2cnccn2)c1	21	105	100	92	2	101	0	102	.	-66	94
CCN(CC)CCOc1nc(C)nc2c1oc1ccccc12	8	100	98	98	20	99	0	99	.	32	97
C=CCN1C(=O)C(CC(=O)Nc2ccc(OCC)cc2)N(Cc2ccccn2)C1=S (centres undefined)	11	103	100	103	-5	96	-4	101	-4	8	100
CC(=O)[C@@H]1[C@@H]2C(=O)N(c3ccc(F)c(Cl)c3)C(=O)[C@@H]2C2c3ccccc3C=CN21 (some centres undefined)	31	?	?	?	4	?	-1	?	.	-10	?
O=c1c(-c2ccc3c(c2)OCCO3)c(C(F)(F)F)oc2cc(O)cc(O)c12	4	101	100	98	18	98	-1	99	27	20	100
O=C(CSc1nnc2scc(-c3ccccc3)n12)N1CCN(Cc2ccccc2)CC1	13	105	102	98	28	98	-1	102	.	95*	100
Cc1cc(N2CCCC2=O)cc(C)c1S(=O)(=O)NCCOc1ccc(C(C)(C)C)cc1	19	102	101	99	26	99	-5	99	.	12	100
COc1ccccc1-c1cc(-c2ccccc2)nc(SC(C(N)=O)c2ccccc2)c1C#N (centres undefined)	8	99	98	100	17	95	-1	95	-4	-17	99
Cc1ccccc1NC(=O)c1c(F)c(F)c(F)c(F)c1F	15	105	100	102	-1	99	2	103	6	-29	101
CCCCNC(=O)CSc1nc(COc2ccccc2)nc2ccccc12	15	92	95	95	16	91	0	94	-12	-9	95
Nc1ccccc1Nc1ccccc1	26	102	100	97	52*	99	0	103	-3	75*	98
COc1ccc(-n2c(=O)c3ccccc3n(CC(=O)NC3CCCC3)c2=O)cc1	7	97	100	101	-12	97	-1	97	7	-8	97
Cc1cc(=O)[nH]c(SCC(=O)Nc2ccc(F)c([N+](=O)[O-])c2)n1	10	95	95	102	25	93	0	95	-34	6	95
CC(=O)N1CCN(c2ccc(NC(=S)NC(=O)COc3ccc(C(C)(C)C)cc3)cc2)CC1	10	101	99	99	6	101	2	100	-4	-58	98
Cc1ccnc(NC(=O)C(C)n2cc([N+](=O)[O-])cn2)c1 (centres undefined)	10	96	96	99	-3	93	0	94	-37	-4	98
Cc1cc(C)c2ccc3c(C)c(C)n(C)c3c2n1	20	96	96	99	21	96	-1	95	.	-25	95
COc1ccc(N=NC2=C(O)CC(C)(C)CC2=O)c(OC)c1	6	104	102	94	2	100	-5	103	-10	-11	100
CCOC(=O)c1sc(=NC(=O)c2ccccc2)n(C)c1C	20	96	95	96	1	94	-2	99	-6	-60	99
C=CCn1c(C(C)(C)C)nc2ccccc21	11	98	96	105	13	94	8	98	18	-9	98
Cc1cccc(NC(=O)C2CCN(S(=O)(=O)c3cccc4nsnc34)CC2)c1	6	102	98	98	6	98	-1	98	-40	-28	99
O=C(O)C(F)(F)S(=O)(=O)O	38	108	106	103	8	101	-3	108	.	9	104
Cc1noc(C)c1COC(=O)c1cccnc1SCC(=O)Nc1ccc2c(c1)OCO2	13	102	99	100	18	97	-4	100	.	-32	100
COc1ccc(NC(=O)c2oc3cc(C)c(C)cc3c2C)c(OC)c1	7	101	103	97	-13	99	0	103	.	-6	102
CC(C)CCn1nnnc1C(c1ccc(F)cc1)N1CCN(C(=O)c2ccco2)CC1 (centres undefined)	9	101	101	100	12	98	4	103	6	-13	99
CC(CCc1ccccc1)NC(=O)CSc1ccccc1 (centres undefined)	10	101	99	103	6	99	-3	101	.	-7	98
Cc1csc(SCC(=O)NC(C)c2ccc(F)cc2)n1 (centres undefined)	9	97	98	107	10	95	-3	94	10	-21	97

# The list goes on:
SMILES	Avidin bead fluor	Rac1 wt GTP bind	HRas wt GTP bind	Rab7 wt modul	Mcl1 Noxa PPI	Rac1 act GTP bind	Mcl-1 Bim block	Cdc42 wt GTP	Pf gamet viab	Mcl1-Bid inh	Rab2A wt mod
Nn1cc(-c2ccccc2)nc1SCC(=O)NCCc1ccccc1	9	102	99	97	11	98	-2	99	5	-33	96
CCN1CCN(c2cc(C)c3cc(NC(=O)Cc4ccccc4OC)ccc3n2)CC1	4	97	99	99	33	97	0	98	0	-1	99
CC1CC(C)CN(C(=O)c2ccc(NC(=O)c3ccc(=O)[nH]c3)cc2)C1 (centres undefined)	4	104	98	96	9	99	-1	103	.	-1	102
Fc1ccc2c(c1)C1C=CCC1C(c1cc3c(cc1Br)OCO3)N2 (centres undefined)	18	88	87	93	11	85	-4	84	7	-21	84
CCOC(=O)N1CCN(C(=O)C2CCN(S(=O)(=O)c3ccc(OC)cc3)CC2)CC1	10	93	93	95	-14	91	0	96	20	-14	95
CN(C)C(=O)CSc1nnc(CCNC(=O)OC(C)(C)C)o1	7	98	97	94	-2	97	0	98	-27	-32	96
O=C(CNS(=O)(=O)/C=C/c1ccccc1)OC1CCOC1=O (centres undefined)	11	90	92	98	8	95	-1	94	16	-13	99
COc1cc(/C=N/NC(=O)CCn2nnc3ccccc32)ccc1O	14	101	101	99	12	99	-6	103	7	-37	99
COc1ccccc1-c1nnc(SCCN2CCOCC2)n1-c1ccc(C)cc1	33	105	101	100	20	100	0	102	.	42	103
O=C(C1=C[C@@H](c2ccc(Br)cc2)C[C@@H](OCCCCO)O1)N1CCN(Cc2ccccc2)CC1	5	97	96	102	-6	97	-2	95	9	-11	98
CSc1nc2sc3c(c2c2nnnn12)CCCC3	19	103	105	101	15	102	-1	107	24	-20	105

# From PubChem BioAssay
